# hERG rescue: compounds protecting human hERG from proarrhythmic drug block | Q12809 | CHO-hERG, FluxOR thallium flux, dofetilide IC70 present | activation (rescue from dofetilide block), less the hit threshold, % at 10 µM | hit rate 0.51% among 310,000;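 active means activation above the mean of controls blocked by dofetilide plus 5 SD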;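 further: thallium influx through hERG after potassium depolarization seen as dye fluorescence rise; in these data hits start at about 4.7%; inactives centre near -7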
# KCNQ1 block: human KCNQ1 channel inhibition | P51787 | AID 2642 | B-score at 10 µM | hit rate 1.3% among 310,000 | CHO-K1 KCNQ1, FluxOR thallium flux fluorescence; hits give high values;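 active means compounds whose thallium flux B-score, printed positive for inhibition, exceeds three library SD while starting fluorescence stays within three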;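 further: channel opened by potassium depolarization with thallium stimulus after 20 min compound exposure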
# ANO1 activ: activates or potentiates the mouse TMEM16A chloride channel; AID 623877; B-score at 10 µM; hit rate 0.3% among 340,000; HEK293 TMEM16A/YFP-H148Q/I152L, iodide quench fluorescence; hits give low values; Q8BHY3;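 active means fluorescence-ratio B-score plate-corrected deviation score at least 3 library SD below zero, with starting fluorescence score within 5 deviations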;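 further: channel opened by trigger with iodide after compound preincubation; score built on the fluorescence ratio of max minus min over baseline; more negative score means more quench and so TMEM16A activation or potentiation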
# ANO1 block: inhibitors of mouse TMEM16A calcium-activated chloride channel; hit rate 1.2% among 310,000; normalized B-score (activity score, 25-100; higher = stronger inhibition) at 10 µM; Q8BHY3; HEK293 TMEM16A/YFP iodide influx fluorescence, ionomycin;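 active means ratio plate-corrected score three or more library SD toward inhibition, starting fluorescence score within five deviations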;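 further: score derived from kinetic fluorescence span divided by baseline fluorescence per well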
# RGS4 block: human RGS4 inhibition; HEK293 M3R/RGS4 inducible, Fluo-4 calcium flux; hits give high values; triggered by carbachol at its EC20; B-score at 10 µM; hit rate 0.45% among 310,000;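 active means B-score, a plate-corrected calcium signal, over three deviations above library mean, with baseline fluorescence within five deviations of library mean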;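 further: RGS4 expression induced by doxycycline in cells with stable M3 receptor; B-score is computed from the integrated fluorescence ratio over baseline after carbachol; higher B-score means a larger calcium signal and so more RGS4 inhibition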
# RGS4 pot: RGS4 potentiation or activation | HEK293 M3R/inducible RGS4, carbachol calcium flux Fluo4; hits give low values | B-score at 10 µM | hit rate 0.92% among 310,000 | AID 463111;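 active means B-score of the integrated calcium signal more than 4 SD below the library mean, with starting fluorescence not abnormally high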;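 further: negative B-score means reduced calcium response which marks RGS4 activation or potentiation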
#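 Material: Inducible-RGS4 HEK293 cells carrying M3 receptor; also added: carbachol at ECmax as muscarinic agonist stimulus; incubation: compound preincubation 20 min at room temperature before agonist; signal: Fluo4-AM (2 µM) calcium-flux fluorescence, kinetic read; measure: integrated calcium ratio converted to B score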
# MrgX1 allo act: allosterically activates human MrgX1 receptor signaling | Q96LB2 | MrgX1-HEK293, Fluo-4 calcium flux, FDSS; hits give high values | B-score at 10 µM | hit rate 0.63% among 310,000;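 active means plate-corrected calcium response at least 3 library SD above typical, normal starting fluorescence, not activating the receptor alone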;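 further: compound read alongside a low EC10 to EC30 dose of BAM8-22 agonist; peak minus trough fluorescence over baseline measured at the second addition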
# Target sequence (Q96LB2 whole entry, looked up): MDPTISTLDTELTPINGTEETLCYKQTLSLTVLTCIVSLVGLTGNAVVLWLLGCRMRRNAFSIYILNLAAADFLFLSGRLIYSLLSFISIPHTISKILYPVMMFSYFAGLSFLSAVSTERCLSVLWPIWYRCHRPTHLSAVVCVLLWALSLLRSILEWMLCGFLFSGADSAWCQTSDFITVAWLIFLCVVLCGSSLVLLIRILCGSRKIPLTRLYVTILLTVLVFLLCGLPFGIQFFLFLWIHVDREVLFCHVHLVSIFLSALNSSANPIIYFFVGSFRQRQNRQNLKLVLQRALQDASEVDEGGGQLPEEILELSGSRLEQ
# KCNQ1 act: potentiators or activators of human KCNQ1 potassium channel; AID 2648; CHO-K1 KCNQ1, thallium flux FluxOR fluorescence; hits give high values; hit rate 0.35% among 310,000; P51787; B-score at 10 µM;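 active means fluorescence ratio B-score, a plate-corrected score, at least three library SD, with initial intensity B-score within 5 SD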
#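 Assay system: stable KCNQ1 CHO-K1 line; medium: assay buffer, equal DMSO in all wells; timing: 90 min dye loading and 20 min compound exposure, both at room temperature; technique: kinetic FluxOR thallium fluorescence, 10-s 1-Hz baseline, 110-s post-stimulus read; read-out basis: B score of baseline-normalized fluorescence ratio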
# KCNK3 inh: human KCNK3 channel inhibition, primary screen. hit rate 0.84% among 340,000. B-score at 10 µM. CHO-KCNK3 thallium flux, FluxOR fluorescence; hits give low values. AID 602410;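 active means B-score under library mean minus 4 SD, starting fluorescence ratio at most library mean plus 5 SD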;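 further: more negative B-score means stronger inhibition of thallium flux through KCNK3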
# Target sequence (O14649 whole entry, looked up): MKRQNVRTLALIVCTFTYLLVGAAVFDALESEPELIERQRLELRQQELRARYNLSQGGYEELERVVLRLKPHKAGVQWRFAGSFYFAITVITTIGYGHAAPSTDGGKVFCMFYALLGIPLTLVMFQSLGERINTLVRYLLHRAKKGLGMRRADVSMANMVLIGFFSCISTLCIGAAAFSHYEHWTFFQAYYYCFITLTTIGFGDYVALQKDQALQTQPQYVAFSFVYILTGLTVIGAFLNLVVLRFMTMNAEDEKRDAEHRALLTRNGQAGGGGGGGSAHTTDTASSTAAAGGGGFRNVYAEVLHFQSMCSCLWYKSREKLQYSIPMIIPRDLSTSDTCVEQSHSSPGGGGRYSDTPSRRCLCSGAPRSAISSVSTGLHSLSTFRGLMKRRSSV
# MrgX1 ag: activates human MrgX1 receptor signaling | Q96LB2 | MrgX1-HEK293 cells, Fluo-4 calcium fluorescence, agonist mode; hits give high values | B-score at 10 µM | AID 588627 | hit rate 0.44% among 310,000;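 active means calcium response B-score plate-corrected fluorescence ratio at least 3 library SD, with starting fluorescence B-score inside 5 SD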
#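 Material: HEK293 cells stably expressing human MrgX1 receptor | Quantity: 15,000 cells per well | Times: Cells plated overnight, dye loaded 0.5 h 37 °C, 0.5 h room temperature | Measured by: Kinetic Fluo-4 NW fluorescence of intracellular calcium | Control set: Positive and negative controls per plate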
# KCNK9 block: inhibitors of human KCNK9 two-pore domain potassium channel; HEK293 KCNK9, FluxOR thallium flux fluorescence; hits give low values; B-score at 10 µM; hit rate 1.2% among 310,000; Q9NPC2;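 active means ratio B-score over 3 SD below the library mean, with starting fluorescence within 5 SD of its mean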;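 further: negative B-score means less thallium flux so channel inhibition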
# Target sequence (Q9NPC2 whole entry, looked up, the tested form may be a part): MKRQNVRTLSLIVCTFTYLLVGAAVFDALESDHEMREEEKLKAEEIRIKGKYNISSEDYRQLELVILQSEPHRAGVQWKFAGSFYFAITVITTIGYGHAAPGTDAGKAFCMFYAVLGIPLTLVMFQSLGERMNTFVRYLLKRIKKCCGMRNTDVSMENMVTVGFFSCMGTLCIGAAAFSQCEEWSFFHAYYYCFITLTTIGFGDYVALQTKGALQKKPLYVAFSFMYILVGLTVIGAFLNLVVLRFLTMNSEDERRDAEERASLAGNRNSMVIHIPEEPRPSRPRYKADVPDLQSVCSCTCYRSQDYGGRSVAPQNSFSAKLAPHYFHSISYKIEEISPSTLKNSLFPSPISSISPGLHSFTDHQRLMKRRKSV
# * marks the source's active call; other numbers are inactive results; i = inactive; . = not tested or not shown.
# The opening 2 entries as a preview:
# Order of results: hERG rescue	KCNQ1 block	ANO1 activ	ANO1 block	RGS4 block	RGS4 pot	MrgX1 allo act	KCNQ1 act	KCNK3 inh	MrgX1 ag	KCNK9 block
1	O=C(NC12CC3CC(CC(C3)C1)C2)c1ccc(COc2ccc(Cl)cc2[N+](=O)[O-])o1
    .	.	i	i	.	.	i	.	i	i	.
2	NCCn1c(-c2ccccc2)cc(C(=O)O)c1-c1ccccc1F
    -8	i	i	i	i	i	i	i	i	i	i

# Main list (from the top)
# Order of results: hERG rescue	KCNQ1 block	ANO1 activ	ANO1 block	RGS4 block	RGS4 pot	MrgX1 allo act	KCNQ1 act	KCNK3 inh	MrgX1 ag	KCNK9 block
1	O=C(NC12CC3CC(CC(C3)C1)C2)c1ccc(COc2ccc(Cl)cc2[N+](=O)[O-])o1
    .	.	i	i	.	.	i	.	i	i	.
2	NCCn1c(-c2ccccc2)cc(C(=O)O)c1-c1ccccc1F
    -8	i	i	i	i	i	i	i	i	i	i
3	O=C(COC(=O)c1ccc(Br)o1)Nc1cccc(S(=O)(=O)N2CCCCCC2)c1
    1	i	i	i	i	i	i	i	i	i	i
4	CC(Sc1nnnn1C)C(=O)NC1CCCc2ccccc21 (centres undefined)
    -6	i	i	i	i	i	i	i	i	i	i
5	COc1ccc(CC(=O)Nc2cc(C)ccc2O)cc1OC
    -1	i	i	i	i	i	i	i	i	i	i
6	Cc1ccc2nc(N3CCN(c4ccccc4F)CC3)c(C=O)c(=O)n2c1
    -10	i	i	i	i	i	i	i	i	i	i
7	CCc1ccc(-c2cn3nc(C)c(C)nc3n2)cc1
    -11	i	i	i	i	i	i	i	i	i	i
8	COC(=O)CSc1nc(-c2ccccc2)nc2ccccc12
    -13	i	i	i	i	i	i	i	i	i	i
9	Cc1[nH]nc2c1C(C1CC=CCC1)C(C#N)=C(N)O2 (centres undefined)
    .	.	i	i	.	.	i	.	i	i	.
10	COc1ccc(C(C)=O)c(Oc2nc(CN3CCOCC3)nc3scc(-c4cccs4)c23)c1
    -13	i	i	i	i	i	i	i	i	i	i
11	COc1ccccc1NC(=S)N1CCN(C/C=C/c2ccccc2)CC1
    -9	i	i	i	i	i	i	i	i	i	i
12	CCCN1Cc2cccc(C(=O)Nc3ccc(-c4nc5ccccc5[nH]4)cc3)c2C1=O
    -6	i	i	i	i	i	i	i	i	i	i
13	CCOc1ccc(-n2c(SCC(=O)N3CCc4ccccc43)nnc2-c2c[nH]c3ccccc23)cc1
    -7	i	i	i	i	i	i	i	i	i	i
14	O=C(O)CC(c1cccc2ccccc12)n1cccc1 (centres undefined)
    -9	i	i	i	i	i	i	i	i	i	i
15	O=C(c1ccoc1)N1CCC2(CC1)Oc1ccc(F)cc1C(=O)C21CC(c2ccccc2)=NO1 (centres undefined)
    -7	i	i	i	i	i	i	i	i	i	i
16	COc1ccccc1NC(=S)NC(=O)C1CC1
    -2	i	i	i	i	i	i	i	i	i	i
17	COC(Cn1cc(C)c(=O)[nH]c1=O)OC
    -21	i	i	i	i	i	i	i	i	i	i
18	Cc1ccc2c(c1)[nH]c1c(=O)n(CCN3CCNCC3)cnc12
    -11	i	i	.	i	i	.	i	i	.	i
19	CCn1c(CSCc2ccc(Cl)cc2)nnc1SCC(=O)Nc1cccc(C(=O)O)c1
    -22	i	i	i	i	i	i	i	i	i	i
20	CCc1ccc(NC(=O)CSCc2nc(N)nc(Nc3ccccc3CC)n2)cc1
    -7	i	i	i	i	i	i	i	i	i	i
21	COc1ccc(S(=O)(=O)N2C3CCC2CC(NC(=O)NC2CCCCC2)C3)cc1 (centres undefined)
    -5	i	i	i	i	i	i	i	i	i	i
22	CCOC(=O)C1CCCCN1Cc1ccc(OC)c(OC)c1 (centres undefined)
    -10	i	i	i	i	i	i	i	i	i	i
23	O=C(Nc1ccc(Br)cc1Cl)N1CCOCC1
    -7	i	i	i	i	i	i	i	i	i	i
24	CC1=C(C)CC(C(=O)N2CCN(C/C=C/c3ccccc3)CC2)C(C(=O)O)C1 (centres undefined)
    -7	i	i	i	i	i	i	i	i	i	i
25	O=C(C1CCCN(Cc2ccccc2Br)C1)N1CCCCC1 (centres undefined)
    -7	i	i	i	i	i	i	i	i	i	i
26	O=C(Nc1cccc(NC(=O)c2cncc(Br)c2)c1)c1cncc(Br)c1
    -5	i	i	i	i	i	i	i	i	i	i
27	O=C1c2ccccc2NC(c2ccco2)N1O (centres undefined)
    0	i	i	i	i	i	i	i	i	i	i
28	O=S(=O)(Cc1ccccc1)N1CCCC(c2nc(-c3ccc(F)cc3)no2)C1 (centres undefined)
    -7	i	i	i	i	i	i	i	i	i	i
29	Cc1cccc(NC(=O)COC(=O)c2ccc([N+](=O)[O-])o2)c1C
    -7	i	i	i	i	i	i	i	i	i	i
30	CCOC(=O)CCNC(=O)N1CCCC(N(C)CCc2ccc(OC)c(OC)c2)C1 (centres undefined)
    -8	i	i	i	i	i	i	i	i	i	i
31	O=C(N/N=C/c1ccc2c(c1)OCO2)C(=O)Nc1ccc2ccccc2c1
    -16	i	.	i	i	i	i	i	.	i	i
32	O=C(c1cc2c(=O)n3ccccc3nc2s1)N1CCc2ccccc2C1
    -8	i	.	i	i	i	i	i	.	i	i
33	CCc1ccc(NSc2ccccc2[N+](=O)[O-])cc1
    -7	i	i	25*	i	-8.2*	6.6*	i	i	i	-8.8*
34	CCOC(=O)C1=C(C)N(C)C(C)=C(C(=O)OCC)C1c1ccc(C(=O)OC)cc1
    -7	6*	i	i	i	i	i	i	i	i	i
35	Cc1ccc(OCCN2C(=O)C(=O)c3cc(C)ccc32)cc1
    -14	i	i	i	i	i	i	i	i	i	i
36	CC1(C)Cc2c(sc(NC(=O)C(=O)NCCCN3CCOCC3)c2C(N)=O)CO1
    -10	i	i	i	i	i	i	i	i	i	i
37	C/C(=N\NC(=O)c1ccc([N+](=O)[O-])c(C)c1)c1ccccc1Cl
    -6	i	i	i	i	i	i	i	i	i	i
38	CCN(CC)CCNC(=O)C1CCCCN1S(=O)(=O)c1cccc([N+](=O)[O-])c1 (centres undefined)
    -3	i	i	i	i	i	i	i	i	i	i
39	CC(C)NC(=O)c1ccc(COCC(F)(F)C(F)F)cc1
    -7	i	i	i	i	i	i	i	i	i	i
40	CN(C)/C=N/S(=O)(=O)c1ccc(Cl)c(Cl)c1
    -6	i	i	i	i	i	i	i	i	i	i
41	c1cnc(N2CC[N+]3(CCCC3)CC2)nc1
    -4	i	i	i	i	-7.7*	i	i	i	i	i
42	Cc1c(C(=O)N2CCN(c3ccccn3)CC2)oc2c(F)cccc12
    -6	i	i	i	i	i	i	i	i	i	i
43	COc1ccc(-c2nnc3ccc(SC(C(C)=O)C(C)=O)nn23)cc1OC
    -7	i	i	i	i	i	i	i	i	i	i
44	O=C(NCCOc1ccccc1Cl)c1ncn[nH]1
    -3	i	i	i	i	i	i	i	i	i	i
45	CCNC(=S)Nc1ccc(NC(=O)c2ccccc2O)cc1
    -4	i	i	i	i	i	i	i	i	i	i
46	COC(=O)Cc1c(C)c2ccc(OCc3nn[nH]n3)c(C)c2oc1=O
    -10	i	i	i	i	i	i	i	i	i	i
47	O=C(Nc1ncccn1)c1ccc([N+](=O)[O-])cc1
    -3	i	i	i	i	i	i	i	i	i	i
48	COc1ccccc1/C=C/CN1CCC(Oc2cc(C(=O)NC3CC3)ccc2OC)CC1
    -12	i	i	i	i	i	i	i	i	i	i
49	COc1ccc(NC(=O)CCOc2ccccc2)c(OC)c1
    -4	i	i	i	i	i	i	i	i	i	i
50	Cc1ccc(C(=O)O)cc1NCc1ccncc1
    -3	i	i	i	i	i	i	i	i	i	i
51	O=C(O)c1ccc(S(=O)(=O)NC2CCCc3ccccc32)cc1 (centres undefined)
    -8	i	i	i	i	i	i	i	i	i	i
52	N#Cc1ccc(N=c2ssnc2Cl)cc1
    -11	i	i	i	i	i	i	i	i	31*	i
53	COc1ccccc1CNC(=O)Cn1nnnc1CN(C)C(C)C
    -2	i	i	i	i	i	i	i	i	i	i
54	CCc1ccc(S(=O)(=O)c2nnn3c2nc(NCCNC(C)=O)c2ccccc23)cc1
    0	i	i	i	i	i	i	i	i	i	i
55	O=C(NCc1n[nH]c(=S)n1-c1ccc(Br)cc1)c1ccc(S(=O)(=O)N2CCOCC2)cc1
    -8	i	i	i	i	i	i	i	i	i	i
56	Cc1cccc2c1NC(=O)C2=Nc1ccc(Cl)cc1
    -9	i	i	i	i	i	i	i	i	i	i
57	CCc1ccc(-c2cc(C(=O)NN3CCN(C)CC3)c3ccccc3n2)cc1
    -12	i	i	i	i	i	i	i	i	i	i
58	O=C(O)CCC(=O)N1N=C(c2c(-c3ccccc3)c3cc(Cl)ccc3[nH]c2=O)CC1c1ccco1 (centres undefined)
    -13	i	i	i	i	i	i	i	i	i	i
59	CCOC(=O)NC(Nc1cc(C)on1)(C(F)(F)F)C(F)(F)F
    -3	i	i	i	i	i	i	i	i	i	i
60	COc1ccc(CCN(Cc2cc3cc(C)c(C)cc3nc2Cl)C(=O)C2CC2)cc1
    -10	i	i	i	i	i	i	i	i	i	i

# (cont.)
# Order of results: hERG rescue	KCNQ1 block	ANO1 activ	ANO1 block	RGS4 block	RGS4 pot	MrgX1 allo act	KCNQ1 act	KCNK3 inh	MrgX1 ag	KCNK9 block
61	COC(=O)Nc1cc([N+](=O)[O-])ccc1OC
    -3	i	i	i	i	i	i	i	i	i	i
62	O=C(CSc1ncn[nH]1)N/N=C/c1ccc(Br)cc1
    -7	i	i	i	i	i	i	i	i	i	i
63	O=C(NCCOc1ccc(F)cc1)C1CCC(=O)N(CCc2ccccn2)C1 (centres undefined)
    -13	i	i	i	i	i	i	i	i	i	i
64	CCn1c(C)c(C(C)=O)c(NCc2ccccc2)nc1=S
    3	i	i	i	i	i	i	i	i	i	i
65	Cc1csc(=O)n1CC(=O)OCC(=O)Nc1cc(S(=O)(=O)N2CCOCC2)ccc1Cl
    -9	i	i	i	i	i	i	i	i	i	i
66	Cn1c(=O)c2c(nc(SCC(=O)Nc3ccccc3)n2C)n(C)c1=O
    -5	i	i	i	i	i	i	i	i	i	i
67	CCc1ccc(-c2nc(CS(=O)CC(=O)NCc3cccnc3)c(C)o2)cc1 (centres undefined)
    -8	i	i	i	i	i	i	i	i	i	i
